Bioassay records deposited in PubChem by National Center for Advancing Translational Sciences (NCATS).
GPT2 inhibitor: blocks human glutamate pyruvate transaminase 2; hit rate 0.25% among 100,000; AID 1671188; Recombinant GPT2, coupled pyruvate oxidase/HRP Amplex Red fluorescence; Potency, µM (top dose mostly 57.7 µM), for the others: at the highest dose activity change, negative = inhibition, hits mostly inhibitors; note: potency is the fitted concentration of half-maximal effect; nearly all actives have a fitted effect of over 60% in size; many of its hits are not listed in these tables
Target sequence (Q8TD30 whole entry, looked up): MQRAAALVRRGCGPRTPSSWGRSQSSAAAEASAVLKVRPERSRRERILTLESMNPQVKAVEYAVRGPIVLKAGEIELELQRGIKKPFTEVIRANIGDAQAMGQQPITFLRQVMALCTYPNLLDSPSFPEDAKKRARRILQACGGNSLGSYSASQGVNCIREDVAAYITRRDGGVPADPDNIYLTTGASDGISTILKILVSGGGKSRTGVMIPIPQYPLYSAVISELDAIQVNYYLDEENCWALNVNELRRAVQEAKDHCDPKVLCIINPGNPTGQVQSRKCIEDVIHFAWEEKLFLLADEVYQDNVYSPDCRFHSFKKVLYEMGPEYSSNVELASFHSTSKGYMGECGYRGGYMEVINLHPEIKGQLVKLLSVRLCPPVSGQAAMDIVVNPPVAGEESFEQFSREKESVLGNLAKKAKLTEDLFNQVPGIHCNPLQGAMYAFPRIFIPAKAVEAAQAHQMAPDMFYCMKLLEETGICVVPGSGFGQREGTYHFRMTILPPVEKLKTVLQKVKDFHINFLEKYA
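GPT2 10ng/uL, a-KG 250uM, L-Ala 2mM, HEPES pH7.5 + 0.0001% Tween; 30 min RT. Then Amplex mix (PO/HRP/ThPP), 30 min RT dark, fluorescence. AOA 50uM used as positive control.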
SNCA expr inh: inhibitors of alpha-synuclein (SNCA) gene expression | HEK-293 SNCA-luciferase knock-in, luminescence, 24 h | Potency, µM (highest dose often 57.2 µM), for inactives: at the top dose activity change, negative = inhibition, most hits filed as inhibitors | hit rate 0.17% among 140,000 | AID 1671194;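 note: potency is the fitted concentration of half-maximal effect; plate controls were DMSO cells for no effect and cell-free wells for full effect; nearly all actives have a fitted effect of over 45% in size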
FLuc inh: Photinus pyralis luciferase inhibition; purified P. pyralis luciferase, luminescence, biochemical; Potency, µM (highest dose often 115 µM), for inactives: at the highest dose activity change, negative = inhibition, usual class: inhibitors; hit rate 2.5% among 76,000; note: potency is the fitted concentration of half-maximal effect; nearly all actives have a fitted effect of over 65% in size
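Biochemical qHTS: compound (6-point titration) added to 10uM D-luciferin plus 10uM ATP in Tris acetate pH 7.5 buffer with Mg, Tween-20 and BSA, then purified enzyme at 10nM; light output imaged.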
IP6K1 inh: IP6K1 kinase inhibition; Q92551; IP6K1 kinase, ADP-Glo luminescence, 2 h; hits give low values; activity change, % (series mostly up to about 58 µM); hit rate 0.81% among 140,000; in the data active = activity change below about -25%
Target sequence (Q92551 whole entry, looked up): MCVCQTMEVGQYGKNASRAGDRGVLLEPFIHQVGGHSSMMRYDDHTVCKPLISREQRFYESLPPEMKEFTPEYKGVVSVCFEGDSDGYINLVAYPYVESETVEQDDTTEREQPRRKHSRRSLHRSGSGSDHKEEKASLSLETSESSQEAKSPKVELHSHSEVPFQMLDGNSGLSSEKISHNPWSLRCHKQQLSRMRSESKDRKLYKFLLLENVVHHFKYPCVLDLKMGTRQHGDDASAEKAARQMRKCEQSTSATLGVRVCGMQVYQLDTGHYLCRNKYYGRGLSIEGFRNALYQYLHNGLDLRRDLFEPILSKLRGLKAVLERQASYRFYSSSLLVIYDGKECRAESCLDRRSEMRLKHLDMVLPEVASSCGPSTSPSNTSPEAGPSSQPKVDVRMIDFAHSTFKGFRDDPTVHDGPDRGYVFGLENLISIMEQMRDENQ
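ADP-Glo luminescence measures ADP made by human IP6K1 during a 2 h RT reaction with ATP/IP6 (mix at 1.3 mM/130 uM); top library doses 57.5 and 19.1 uM final.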
HEK293 viab: counter-screen for SNCA expression inhibitors: cell viability. HEK-293-SNCA-luc viability, GF-AFC fluorescence, 24 h. Potency, µM (series often up to 57.1 µM), without a hit: at the highest dose activity change, negative = cytotoxicity, actives largely listed as cytotoxic. hit rate 0.12% among 150,000;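 note: potency is the fitted concentration of half-maximal effect; 0% = DMSO-treated cells and -100% = medium-only wells without cells; nearly all actives have a fitted effect of over 30% in size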
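Cytotoxicity counterscreen: after 24 h compound treatment of genome-edited SNCA-luciferase HEK-293 cells, live-cell protease substrate GF-AFC read by fluorescence after 30 min; activity scaled between DMSO (0%) and medium-only (-100%), curves Hill-fitted.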
3T3 cytotox: kills NIH 3T3 cells. NIH 3T3 viability, CellTiter-Glo ATP luminescence, 48-72 h. Potency, µM (highest dose often 96.7 µM), inactives show at the highest dose activity change, negative = cytotoxicity, usual class: inhibitors. hit rate 4.3% among 94,000; note: potency is the fitted concentration of half-maximal effect; nearly all actives have a fitted effect of over 55% in size
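ATP-dependent luminescence (CellTiter-Glo) served as the viability signal for NIH 3T3 cells treated with compound for 48 or 72 hr at 37 °C.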
HEK293 tox: HEK 293 cell cytotoxicity; HEK 293 viability, ATP luminescence (CellTiter-Glo), 48-72 h; hit rate 6.6% among 94,000; Potency, µM (doses to about 115 µM), without a hit: at the top dose activity change, negative = cytotoxicity, usual class: inhibitors; AID 1345083; note: potency is the fitted concentration of half-maximal effect; nearly all actives have a fitted effect of over 60% in size
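Cells seeded first (HEK 293, 250 cells/well), then compound added by pintool. Incubation ran 48 or 72 hr at 37 degree Celsius. CellTiter-Glo was added and luminescence imaged after 10 min at room temperature.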
Numbers without * were called inactive; i = inactive; ? = inconclusive; . = not tested or not shown; [ ] = remark or other dose. Unless noted, calls come from the whole dose curve; as a rule, active = well fitted curve in the direction sought with a large enough effect; inconclusive = small, poorly fitted or top-dose-only effect, or another doubt; inactive = no such curve, though single readings can be large; an effect the other way counts as inactive or inconclusive. Unless noted, % is set by controls: 0 for no effect and ±100 for the full control effect. Not all compounds are listed; rates above refer to the full screens.

SMILES | GPT2 inhibitor | SNCA expr inh | FLuc inh | IP6K1 inh | HEK293 viab | 3T3 cytotox | HEK293 tox
COC(=O)c1cc(C)nc2c1c(=O)nc(SCc1ccccc1C)n2C1CC1 | . | 21.2% | . | 0.4 | -14.4% | . | .
COc1ccc(NC(=O)CC2C(=O)N(c3ccccc3)C(=O)N2CCC2=CCCCC2)cc1 (stereo unspecified) | . | 5.5% | . | -6.8 | ? | . | .
CC(C)CC(=O)NCCC1CCN(C(=O)Nc2ccccc2)CC1 | -3.6% | 9.6% | 0.0% | 1.0 | 0.8% | -14.8% | -6.1%
CCOC(=O)c1cc(-c2ccc(OC)cc2)n(CCC(=O)Nc2cccc(C)c2C)c1C | . | -22.2% | . | -1.9 | 4.2% | . | .
Cc1ccc(S(=O)(=O)c2nnn3c2nc(NC2CCCC2)c2ccccc23)cc1C | i | 28.8% | . | 2.6 | 7.0% | -25.3% | -23.4%
Cc1ccc(C)c(N2CCN(S(=O)(=O)c3ccc4c(c3)n(C)c(=O)c(=O)n4C)CC2)c1 | . | 5.1% | . | 34.9 | 1.2% | . | .
O=C1c2cnc(-c3cccc(C(F)(F)F)c3)nc2OCCN1Cc1ccccc1 | -12.6%[88.5 µM] | 123.1%[activator][87.6 µM] | ? | -15.4 | -14.4%[87.6 µM] | ? | ?
Cc1noc(C)c1Cc1ccc(C(=O)N2CCC(OCCOc3ccccc3)CC2)o1 | -2.1% | 52.7%[activator] | . | 12.1 | -19.9% | ? | 39.8µM*
CN(C)C(=O)c1cccn2cncc12 | i | -2.6%[87.6 µM] | -7.5%[230 µM] | 10.6 | 0.9%[87.6 µM] | -17.9%[174 µM] | -2.9%[230 µM]
CSc1ccc(-c2cccc(CN3CCC(NC(=O)C(C)(C)C)CC3)c2)cc1 | . | . | . | 2.8 | . | -25.4% | ?
Cc1c(C(=O)NCc2ccccc2Br)oc2ccc3c(c12)C(=O)CC(C)(C)O3 | . | 168.2%[activator] | . | -6.9 | 6.3% | . | .
CCCOC(=O)c1c(NC(=O)c2nc3ncccn3n2)sc(C(N)=O)c1C | . | -23.1% | . | 6.6 | 17.5% | . | .
CCOC(=O)C1=C(CN2CCCCC2)NC(=O)NC1c1ccc(OC)cc1 (stereo unspecified) | . | 30.7% | . | 3.9 | -1.8% | . | .
O=C1C(c2ccc(F)cc2)N(CCc2ccccc2)C(=O)CN1C1CCCCC1 (stereo unspecified) | . | 20.4% | . | 58.4 | -12.9% | . | .
CCOc1ccc(NC(=O)N2CCc3cc(OC)c(OC)cc3C2CNC(=O)CC)cc1 (stereo unspecified) | i | -18.3% | -11.2% | 4.7 | -1.2% | -9.1% | 1.0%
COc1ccccc1Cn1c(=O)c(C(=O)N2CCN(C(=O)C3CC3)CC2)nc2cccnc21 | i | -10.9% | . | -2.5 | 1.3% | -1.9% | i
CCN1C(=O)CCN(C(=O)c2ccc(C)nc2)CC12CCOCC2 | i | 5.1% | -10.2% | -18.6 | ? | -14.3% | -28.5%
Cc1cn2c(=O)cc(COc3ccc(NC(=O)c4ccccc4C)cc3)nc2s1 | . | 2.3% | . | 14.6 | -11.3% | . | .
CCOc1ccc(NS(=O)(=O)c2cc(Br)cc3c2N(C(=O)C2CC2)CC3)cc1 | . | -20.9% | . | -15.5 | 10.1% | . | .
CC(=O)[C@@]1(O)CC[C@H]2[C@@H]3C[C@H](C)C4=CC(=O)C=C[C@]4(C)[C@@]3(F)[C@@H](O)C[C@@]21C | -1.5% | 60.2%[25.6 µM] | . | -8.0 | 27.9%[23.9 µM] | . | .
Cc1ccc(Cn2c(CNS(=O)(=O)c3ccc(Cl)s3)nc3cccnc32)cc1 | . | -3.1% | . | 24.8 | 7.6% | . | .
CCn1ccc(C(=O)N2CCC(Cn3c(C)cnc3C)CC2)n1 | -5.1% | 20.7% | -5.5% | -0.4 | -2.9% | i | i
COCC(=O)N1CCCC(c2nc(-c3cccnc3)no2)CCNC(=O)CC1 (stereo unspecified) | 0.7% | 8.2% | -7.6% | 9.6 | 8.6% | -4.6% | i
Cc1nn(-c2ccccc2)c2c1C(C(C)C)N(C1CCN(C(=O)c3ccc(Cl)nc3)CC1)C2=O (stereo unspecified) | . | . | . | 4.7 | . | -26.8% | -23.4%
Cc1ncoc1C(=O)N1CCC2(CC1)CC(N(Cc1ccc(F)cc1)C1CC1)CCO2 (stereo unspecified) | i | -12.1% | 9.8% | 18.9 | 4.4% | -11.2% | ?
Cc1ncc2c(c1CNC(=O)c1ccccc1N1CCOCC1)CCNC2 | 4.8% | 6.4% | -10.4% | -5.9 | -0.5% | -0.5% | 4.9%
C=CCCC(=O)N1C[C@@H](C(=O)OCC)[C@@H]2Oc3c(C)cccc3[C@@H]21 | . | . | . | 18.6 | . | ? | -15.9%
Cc1cc(CN2CCCCCCn3c(nnc3-c3ccc(F)cc3)CC2)n(C)n1 | i | -21.4% | -4.9% | 9.0 | 0.4% | ? | ?
O=C(c1ccc(Cl)cc1)N1CCn2c(nn(-c3ccncc3)c2=O)C1 | i | 9.3% | . | -6.1 | 2.1% | ? | ?
CC(C)(C)c1ccc(C(=O)Nc2cc(Cl)c(Br)cc2C(=O)O)cc1 | 4.1% | . | . | -35.3* | -22.8% | . | .
COc1ccccc1-c1ccnc(N[C@H]2CO[C@H]3[C@@H]2OC[C@@H]3NC(=O)c2ccc(C)cc2)n1 | -24.1% | 5.1% | -4.6% | -0.3 | -3.4% | -3.1% | 1.8%
CCc1ccccc1NC(=O)[C@H]1CCC[C@H]1NC(=O)c1cnc(C)cn1 | i | -3.0% | -3.4% | 24.0 | -4.4% | -3.8% | 1.7%
CC(C)CCNC(=O)C1C(c2cccc(NC(=O)c3ccco3)c2)OC(=O)N1Cc1ccccc1 (stereo unspecified) | i | 9.5% | 4.7% | -20.0 | -10.7% | -13.8% | ?
O=C(NCC1CC1)c1ccc2nnc(Cc3ccc(Cl)cc3)n2c1 | i | -11.1% | . | -7.1 | -7.5% | ? | ?
COc1cccc(-c2nn(C)c3sc(C(=O)NCCc4cccc(C)c4)cc23)c1 | . | ? | . | -15.3 | -17.5% | . | .
COc1ccc(N2CCN(C(=O)Cn3cnc4nc5c(cc4c3=O)CCCC5)CC2)cc1 | . | 0.9% | . | 30.7 | 5.4% | . | .
CCOC(=O)c1ccc(NC(=O)C(CC)Sc2nc3ncccc3o2)cc1 (stereo unspecified) | . | 152.1%[activator] | . | -4.1 | 11.1% | . | .
COc1ccc(-c2nc(C3CC(=O)N(C4CCCCC4)C3)no2)c(C)c1 (stereo unspecified) | 3.1% | 7.2% | -10.2% | 2.0 | 8.6% | ? | ?
COc1cccc(CNC(=O)C2CCN(c3nnc(-n4c(C)ccc4C)s3)CC2)c1 | . | -22.5% | . | 12.2 | -7.7% | . | .
Cc1ccc(CCNC(=O)c2cc(C)nc3c2c(C)nn3-c2ccc(C)cc2)cc1 | . | -13.7% | . | 10.5 | 5.2% | . | .
COC(=O)c1cccc(NC(=O)c2nsc3ccccc23)c1 | . | ? | . | -22.4 | -9.9% | . | .
O=c1ccn(C2OC(CO)C(O)C2O)c(=O)[nH]1 (stereo unspecified) | ? | . | . | 11.0 | -10.1% | . | .
COc1cccc(C(=O)N2CCn3c(nn(-c4ccncc4)c3=O)C2)c1 | 0.1% | 26.7% | -6.4% | 0.3 | 5.4% | -27.2% | ?
COCCOCc1nc(C2CCCCN2S(=O)(=O)c2cccc(OC)c2)no1 (stereo unspecified) | -1.1% | -1.2% | 0.0% | -5.9 | -8.2% | -13.5% | 3.7%
COc1ccc(-c2ccc3ncc(Nc4ccc5c(c4)OCCO5)n3n2)cc1OC | i | 35.6%[activator][87.6 µM] | 20µM* | -14.9 | -16.8%[87.6 µM] | ? | 44.7µM*
CC(C)N1CCN(C(=O)C2CCN(c3cnn(CC4CC4)c(=O)c3)C2)CC1 (stereo unspecified) | -1.8% | 16.8% | 4.6% | 1.9 | 0.6% | i | i
COc1ccc(Nc2nnc(-c3cc4cc(Cl)ccc4oc3=O)s2)cc1 | . | 18.2% | . | -0.6 | -0.6% | . | .
CCOCCn1cc(C2CCN(S(=O)(=O)c3cccc(Cl)c3C)CC2)c2ccccc21 | 1.4% | -1.0% | -6.4% | 4.1 | 7.5% | -24.9% | ?
COc1ccc(Cl)cc1NC(=O)Cn1nnc(C(=O)NCc2cccs2)c1N | . | 29.7% | . | -4.4 | -15.4% | . | .
O=C(Cc1ccccc1Cl)N1CCC(n2cc(-c3nc(-c4ccccc4)no3)nn2)CC1 | i | 43.1%[activator] | -2.0% | 0.0 | 4.0% | 0.1% | 13.8%

Next part
SMILES | GPT2 inhibitor | SNCA expr inh | FLuc inh | IP6K1 inh | HEK293 viab | 3T3 cytotox | HEK293 tox
O=C(NC1CCN(c2cn[nH]c(=O)c2)CC1)C1CCC1 | ? | -7.2% | -5.2% | 5.1 | -7.6% | -16.6% | -12.7%
COc1cccc(CNC2(Cc3cc(C(C)(C)O)on3)COC2)c1 | 5.0%[88.5 µM] | 10.2%[87.6 µM] | -5.1%[172 µM] | 20.8 | 5.0%[87.6 µM] | 2.3%[174 µM] | -1.1%[172 µM]
Cc1ccc(CNC(=O)C2CCN(S(=O)(=O)c3ccc(F)cc3)CC2)cc1 | . | -6.2% | . | -13.4 | 8.6% | . | .
COc1ccc(CC(=O)N2[C@@H]3CC[C@H]2CC(NC(=O)c2ccncc2)C3)cc1 (stereo partly specified) | i | -1.0% | -8.7% | 21.2 | 6.9% | -5.9% | -9.5%
COc1cccc(NC(=O)c2ccc(-c3nnc4ccc(NC(=O)C5CCC5)cn34)cc2)c1 | i | 12.6% | 1.5% | -9.0 | -15.5% | 0.7% | -5.4%
COCCN1C(=O)[C@H]2CN(Cc3ccc(C)c(C)c3)C[C@H]2C1=O | i | 7.4% | -7.1% | -10.9 | 14.9% | -19.3% | -25.7%

Exported comma-delimited: part of the list above
Structure,GPT2 inhibitor,SNCA expr inh,FLuc inh,IP6K1 inh,HEK293 viab,3T3 cytotox,HEK293 tox
O=C(NC1CCN(c2cn[nH]c(=O)c2)CC1)C1CCC1,?,-7.2%,-5.2%,5.1,-7.6%,-16.6%,-12.7%
COc1cccc(CNC2(Cc3cc(C(C)(C)O)on3)COC2)c1,5.0%[88.5 µM],10.2%[87.6 µM],-5.1%[172 µM],20.8,5.0%[87.6 µM],2.3%[174 µM],-1.1%[172 µM]
Cc1ccc(CNC(=O)C2CCN(S(=O)(=O)c3ccc(F)cc3)CC2)cc1,.,-6.2%,.,-13.4,8.6%,.,.
COc1ccc(CC(=O)N2[C@@H]3CC[C@H]2CC(NC(=O)c2ccncc2)C3)cc1 (stereo partly specified),i,-1.0%,-8.7%,21.2,6.9%,-5.9%,-9.5%
COc1cccc(NC(=O)c2ccc(-c3nnc4ccc(NC(=O)C5CCC5)cn34)cc2)c1,i,12.6%,1.5%,-9.0,-15.5%,0.7%,-5.4%
